STAT1 act = STAT1 signaling activators, primary screen, cell-based, HTS, luciferase reporter | NIH 3T3 STAT1-luciferase reporter, IFN-gamma, luminescence; 100% = IFN-gamma alone, no compound | activation (% of control), % at 5.5 µM | 200,000 compounds, 2.6% hits | AID 932, 2007;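 active means activation above the screen-wide mean activation plus 3 SD, cut at about 130% in these data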;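 further: raw ratio to IFN-gamma control signal so 100% means no change and 0% no light; values of inactives mirror those of a sister screen read the other way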
FLuc inhib CS = firefly luciferase enzyme inhibitors, primary screen, artefact control for luciferase-based inhibitor screens, biochemical, luminescence, ATPLite. Luciferin 4-monooxygenase (Photinus pyralis), P08659. 10 min. inhibition, % at 10 µM. 200,000 compounds, 1.5% hits;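 active means inhibition above about 50% when tested at 10 µM, limit read from the data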
Target sequence (P08659 whole entry, looked up): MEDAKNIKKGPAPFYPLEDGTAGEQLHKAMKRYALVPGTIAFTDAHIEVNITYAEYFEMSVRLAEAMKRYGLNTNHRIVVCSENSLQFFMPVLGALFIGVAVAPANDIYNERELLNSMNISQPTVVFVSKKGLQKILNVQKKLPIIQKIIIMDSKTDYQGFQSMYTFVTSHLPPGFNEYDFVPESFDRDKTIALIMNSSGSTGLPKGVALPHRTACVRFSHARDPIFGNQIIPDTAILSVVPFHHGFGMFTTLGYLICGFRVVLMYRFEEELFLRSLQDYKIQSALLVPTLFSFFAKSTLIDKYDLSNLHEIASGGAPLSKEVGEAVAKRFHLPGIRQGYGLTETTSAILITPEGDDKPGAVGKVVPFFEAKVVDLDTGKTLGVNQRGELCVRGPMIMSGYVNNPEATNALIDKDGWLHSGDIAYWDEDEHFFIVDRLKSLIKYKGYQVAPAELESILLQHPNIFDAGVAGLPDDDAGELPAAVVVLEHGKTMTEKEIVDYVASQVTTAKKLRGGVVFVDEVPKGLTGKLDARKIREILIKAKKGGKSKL
NF-kB expr up = activators of NF-kB expression in neurons, primary screen, cell-based, HTS | fold change at 12.5 µM | human neuronal cells, NF-kB reporter expression; stronger effect = higher value | 190,000 compounds, 1.6% hits | AID 1239, 2008; in the data active means fold change above about 3.3
STAT3 blocker = IL-6 driven STAT3 reporter inhibitors, primary screen, U3A cells, luciferase, luminescence, MLSCN library; IL-6 STAT3-luciferase reporter; host cell line lacks STAT1; inhibition, % at 5.5 µM; AID 862, 2007; 190,000 compounds, 0.89% hits;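 active means inhibition above the mean inhibition across all screened compounds plus 3 SD, cut at about 44% in these data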;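 further: 0% = DMSO only wells and 100% = 100 µM nifuroxazide control wells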
ROMK primary = ROMK potassium channel modulators, primary screen, cell-based, thallium flux, MLSMR library; ATP-sensitive inward rectifier potassium channel 1 (Homo sapiens), P48048; Tet-inducible ROMK, thallium flux fluorescence; actives lie on both sides; B-score at 10 µM; 130,000 compounds, 2% hits;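 active means signal ratio slope over the read window, or its plate-corrected B-score, at least 3 SD from the plate mean, either direction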;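 further: B-score of the F/F0 ratio slope over 7 to 12 s after thallium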
Target sequence (P48048 whole entry, looked up): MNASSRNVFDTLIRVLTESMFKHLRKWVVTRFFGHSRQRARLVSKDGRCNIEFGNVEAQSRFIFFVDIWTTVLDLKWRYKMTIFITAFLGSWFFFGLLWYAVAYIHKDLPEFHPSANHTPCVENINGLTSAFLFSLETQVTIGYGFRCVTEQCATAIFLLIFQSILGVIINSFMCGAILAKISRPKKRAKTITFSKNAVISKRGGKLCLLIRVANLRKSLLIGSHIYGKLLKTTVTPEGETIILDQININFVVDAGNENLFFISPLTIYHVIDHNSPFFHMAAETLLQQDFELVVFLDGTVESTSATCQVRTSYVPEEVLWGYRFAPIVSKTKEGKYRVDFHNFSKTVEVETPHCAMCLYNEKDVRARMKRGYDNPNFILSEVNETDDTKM
APP 5'UTR act = activators of APP 5'UTR luciferase reporter, primary screen, SH-SY5Y cells | 190,000 compounds, 1% hits | activation, % at 2 µM | SH-SY5Y APP 5'UTR luciferase reporter, luminescence; zero percent = DMSO vehicle wells;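 active means activation above a set limit, based on mean plus 3 SD of controls, cut at about 140% in these data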; further: values of inactives mirror those of a sister screen read the other way
STAT3 act = IL-6 driven STAT3 reporter potentiators, primary screen, U3A cells, luciferase, luminescence, MLSCN library | IL-6 STAT3-luciferase reporter; 100% = signal with IL-6 EC80 alone | activation (% of control), % at 5.6 µM | 190,000 compounds, 0.91% hits | AID 871, 2007;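 active means activation above the screen-wide mean of compound activation plus 3 SD, cut at about 130% in these data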;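 further: 0% = background luminescence of wells with medium and substrate only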
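Assay system – human STAT1-deficient U3A cells with stable STAT3-luciferase reporter · Also added – IL-6 (33 ng/mL) · Schedule – compound 1 h, then IL-6 6 h at 37 °C · Technique – reporter luminescence signal · Evaluation – % activation versus median of IL-6-stimulated wells · Benchmarks – IL-6-only wells as 100% reference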
APP 5UTR inh = inhibitors of APP translation via 5'UTR reporter, primary screen, APP 5'UTR luciferase, SH-SY5Y cells; inhibition, % at 2 µM; 190,000 compounds, 0.82% hits; SH-SY5Y APP 5'UTR-luciferase reporter, luminescence;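 active means inhibition above a set limit, derived from the sample mean plus 3 SD, cut at about 45% in these data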; further: values of inactives mirror those of a sister screen read the other way
STAT1 inh = STAT1 signaling inhibitors, primary screen, cell-based, HTS, luciferase reporter. NIH 3T3 STAT1-luciferase reporter, IFN-gamma, luminescence. inhibition, % at 5.5 µM. 200,000 compounds, 0.35% hits. AID 920, 2007;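 active means inhibition above a set limit, the mean inhibition across all tested compounds plus 3 SD, cut at about 34% in these data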;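 further: 0% = IFN-gamma with DMSO and 100% = IFN-gamma with 300 µM nifuroxazide; values of inactives mirror those of a sister screen read the other way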
FLuc stim CS = FLuc activators, initial screening, artefact control for FLuc-dependent activation tests, biochemical, ATPlite luminescence | ATPlite luciferase biochemical, 10 min; 0 = ATP-free wells, 1 = DMSO control | activation factor at 10 µM | 200,000 tested, under 10 active | AID 1027, 2008;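 active means luciferase activation factor, scaled between plate controls, of at least 2 with compound at 10 µM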
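Material: Luciferase/luciferin reagent mix | Doses: Test compounds dosed from 2 mM stocks in 100% DMSO | Timing: 10 min incubation after luciferase reagent addition, room temperature | Measured by: Luminescence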
Numbers without * were called inactive; . = no result given.

mol,STAT3 act,ROMK primary,APP 5'UTR act,FLuc inhib CS,APP 5UTR inh,NF-kB expr up,STAT1 inh,FLuc stim CS,STAT3 blocker,STAT1 act
Cn1c(=O)[nH]c(=O)c2c1nc(N1CCCCCC1)n2CCN1CCCCCC1,101,0.59,-11,-6,11,1.4,11,1.1,-2,89
CC(C)c1ccc(CC(C)C2C3=C(CCCC3=O)OC3=C2C(=O)CCC3)cc1 (configuration not stated),101,.,-37,2,37,0.73,4,1,7,97
CCOC(=O)C1CCN(C(=O)c2cccc(S(=O)(=O)Nc3ccc(C)cc3C)c2)CC1,102,0.15,-1,-2,1,1.1,5,1,-1,93
CCOC(=O)c1c[nH]n(-c2ccc(C)cc2)c1=O,114,-0.19,3,3,-3,1.2,-14,1,-17,114
CC(C)c1ccc(NC(=O)COc2nncc3ccccc23)cc1,106,.,11,-4,-11,1.3,0,1,-1,100
CC(C)(C)NC(=O)CN(C(=O)c1ccc(CN2CCOCC2)o1)c1ccc2c(c1)OCCO2,99,.,8,-7,-8,1,5,1.1,6,95
O=C(NCc1ccccc1)NC1(C(=O)N2CCN(c3ccccc3)CC2)CCCCC1,101,.,-6,-7,6,1.1,7,1.1,3,94
O=C(NCCCN1CCC(Cc2ccccc2)CC1)C1CCC(=O)N1C1CCCC1 (configuration not stated),110,.,-1,-3,1,0.93,-3,1,-3,103

Brought forward from above: 2 entries; new compounds follow.
mol,STAT3 act,ROMK primary,APP 5'UTR act,FLuc inhib CS,APP 5UTR inh,NF-kB expr up,STAT1 inh,FLuc stim CS,STAT3 blocker,STAT1 act
O=C(NCc1ccccc1)NC1(C(=O)N2CCN(c3ccccc3)CC2)CCCCC1,101,.,-6,-7,6,1.1,7,1.1,3,94
O=C(NCCCN1CCC(Cc2ccccc2)CC1)C1CCC(=O)N1C1CCCC1 (configuration not stated),110,.,-1,-3,1,0.93,-3,1,-3,103
COc1ccccc1CNc1ccc(N2CCCCC2)cc1,101,.,10,7,-10,1.2,0,0.9,4,100
CCOC(=O)Cc1cnc(NC(=O)CSc2nc(C)c(CC)c(=O)[nH]2)s1,105,-0.7,5,-1,-5,1,3,1,0,98
CC(=O)Nc1ccc(CN2CCCC(C(=O)c3cccc(C(F)(F)F)c3)C2)cc1 (configuration not stated),100,0.47,24,-7,-24,1.1,1,1.1,5,97
CC(C)(C)OC(=O)c1c(N)n(CCCN2CCCC2=O)c2nc3ccccc3nc12,105,-0.00026,-1,-3,1,0.35,1,1,-2,99
O=C1NC(=Nc2ccc(Cl)cc2)SC1Cc1cccc(Cl)c1Cl (configuration not stated),99,.,4,-5,-4,1,2,1,0,98
CCCCCC(=O)NC(=S)Nc1ccc(NC(=O)c2ccco2)cc1,102,.,-3,-4,3,1.1,1,1,1,99
O=C(COC(=O)CNS(=O)(=O)/C=C/c1ccccc1)NC1CCS(=O)(=O)C1 (configuration not stated),101,0.081,-14,-5,14,1.1,2,1,4,98
Cc1nc(SCC(=O)Nc2ccc(Cl)cc2[N+](=O)[O-])nc(C)c1C,100,-0.32,-9,-2,9,1,-2,1,2,101
CCCc1cc(C(=O)Nc2ccc(F)cc2F)no1,98,.,34,10,-34,1.9,-33,0.9,7,130*
COc1ccc(Nc2c3c(nc4c(-c5ccccc5)c(C)nn24)CCC3)cc1,101,.,2,-1,-2,0.79,-5,1,2,105
CCC1=Nc2cc(C(=O)NCCCOC)ccc2Sc2ccccc21,115,2.3,-95,-1,95*,1.6,-8,1,-11,107
Cc1ccccc1Cc1ccc(Cl)nn1,86,-0.19,1,-4,-1,1.1,9,1,23,91
COc1ccc(OC)c(N(CC(=O)Nc2cccnc2)S(C)(=O)=O)c1,100,.,4,2,-4,0.98,0,1,2,100
CN(CC(=O)NCc1ccc2c(c1)OCO2)S(=O)(=O)c1ccc(Br)s1,98,-0.73,-14,-1,14,0.98,-4,1,8,104
COc1cc(CC(=O)Nc2ccc(Cl)c(C(F)(F)F)c2)cc(OC)c1OC,111,-0.7,-20,-1,20,0.86,3,1,-12,96
CCOC(=O)CCn1c(CC(=O)OCC)nc2ccccc21,101,0.56,7,-4,-7,0.9,5,1,0,96
O=C(NNC(=O)C1COc2ccccc2O1)c1ccccc1 (configuration not stated),100,.,-1,-6,1,1.1,-6,1.1,4,105
Cc1nn(CCC#N)c2nc(-c3ccccc3)cc(C(F)(F)F)c12,106,-0.67,-7,-1,7,1,0,1,-7,100
O=C(Nc1ccccc1)NC1(C(=O)NCc2ccco2)CCCCC1,100,-0.76,11,-5,-11,1.1,-2,1.1,7,102
Cc1c(C(=O)N2CCN(C(=O)c3ccco3)CC2)sc2nc(-c3ccc(F)cc3)cn12,94,.,0,-3,0,0.87,4,1,8,97
CC(C)c1cc(=O)oc2c3c4c(cc12)CCCN4CCC3,97,.,-17,-6,17,0.4,0,1.1,10,101
CN1CCN(S(=O)(=O)c2ccc(-c3ccc(Cl)cc3)cc2)CC1,109,.,16,-5,-16,1.1,-13,1.1,-6,112
Cc1cc2cc(C)c3nnc(SCC(=O)Nc4ccc(S(=O)(=O)N5CCCCC5)cc4)n3c2cc1C,95,1.1,8,-5,-8,1.2,7,1,3,94
O=C1CN(C(=O)c2ccc(Br)o2)C(c2ccc(F)cc2)c2cc(Cl)ccc2N1 (configuration not stated),107,0.11,-8,-1,8,0.57,-3,1,-6,103
C=C(C)C1CCC(C)=C1COC(=O)Nc1ccccc1 (configuration not stated),82,.,17,-4,-17,1.1,-12,1,22,111
Cn1c(N)c(S(=O)(=O)N2CCN(Cc3ccccc3)CC2)c(=O)n(C)c1=O,101,.,15,-6,-15,1.3,-3,1.1,3,102
Cc1ccc(C(NC(N)=O)c2ccccc2C)cc1 (configuration not stated),99,0.075,9,0,-9,1.1,4,1,6,96
Cc1ccccc1OCCn1c(CCNC(=O)C(C)C)nc2ccccc21,107,.,-4,-6,4,0.84,-1,1.1,-14,101
Cc1c(Br)c([N+](=O)[O-])nn1CC(=O)N1CCCc2ccccc21,106,.,-6,-4,6,0.93,3,1,0,98
COc1cccc(C2NC(=O)NC(C)=C2C(=O)Nc2ccc(C)cc2)c1OC (configuration not stated),107,-0.18,0,-9,0,1.3,2,1.1,-5,98
Cc1c(Cl)cccc1NC(=O)CN1CCN(CCO)CC1,97,.,-3,-3,3,0.94,7,1,7,93
COC(=O)C1=C(C)NC2=C(C(=O)CCC2)C1c1ccsc1 (configuration not stated),101,.,5,0,-5,1.4,-10,1,4,109
COc1ccc(C2NC(=O)CS2)cc1 (configuration not stated),101,.,9,-4,-9,1.3,-2,1,1,102
Nc1c(-c2ccc(F)cc2)cnc2ncnn12,108,.,1,-3,-1,0.94,-2,1,-4,102
O=C(NC1CCCC1)C(c1ccncc1)N(C(=O)Cc1cccs1)c1ccccc1 (configuration not stated),107,-0.048,10,-3,-10,1.2,-5,1,-3,103
COC(=O)c1ccc(C2C(C(=O)Nc3ccc(C)cc3C)=C(C)Nc3ncnn32)cc1 (configuration not stated),.,.,11,-9,-11,0.81,.,1.1,.,.
C#CC(C)(C)NC(=O)c1ccccc1OC,98,1.3,4,-9,-4,1,-1,1.1,6,100
Cc1ccc(NC2OC(C(O)CO)C(O)C2O)cc1[N+](=O)[O-] (configuration not stated),103,.,7,-1,-7,0.83,-4,1,-3,103
Cc1nn(C(=O)N2CCOCC2)c(C)c1CN1C(=O)c2ccccc2C1=O,106,.,-1,.,1,.,-2,.,-5,102
COc1ccc(C(C)=O)c(Oc2nc(CN3CCOCC3)nc3scc(-c4cccs4)c23)c1,103,.,-6,-4,6,0.99,-3,1,-1,102
CC1=C/C(=C/N(C)C)C(=O)O1,106,0.62,-17,-9,17,1.2,-9,1.1,-6,107
COc1ccc(C)cc1NC(=O)CCS(=O)(=O)c1cccc2nonc12,104,1.7,13,-10,-13,1.4,0,1.1,-8,100
CCS(=O)(=O)Nc1ccc(-c2cc(-c3ccccc3)c3cc(C)ccc3n2)cc1,99,.,7,-1,-8,0.92,-1,1,-4,101
CCSc1nc2c(c(=O)[nH]1)C(c1cccnc1)C(C(=O)OC(C)C)=C(C)N2 (configuration not stated),103,-1.5,15,0,-15,1,7,1,0,94
O=C(CNC(=O)c1ccco1)OCC(=O)c1ccc2c(c1)CCCC2,101,0.11,-15,1,15,1.1,-8,1,6,107
O=C(C1CCCN(Cc2ccccc2Br)C1)N1CCCCC1 (configuration not stated),98,0.77,7,-5,-7,1.4,12,1.1,4,89
Cc1ccc(Nc2nc3c([nH]2)c(=O)[nH]c(=O)n3C)cc1,86,0.71,-1,5,1,1.1,-9,0.9,14,108
C/C(Cn1nc([N+](=O)[O-])cc1C)=N\NC(=O)c1ccc(O)cc1O,114,-0.089,34,-4,-34,1.1,1,1,-12,99

Of the compounds above, 7 have fluorine:
mol,STAT3 act,ROMK primary,APP 5'UTR act,FLuc inhib CS,APP 5UTR inh,NF-kB expr up,STAT1 inh,FLuc stim CS,STAT3 blocker,STAT1 act
CC(=O)Nc1ccc(CN2CCCC(C(=O)c3cccc(C(F)(F)F)c3)C2)cc1 (configuration not stated),100,0.47,24,-7,-24,1.1,1,1.1,5,97
CCCc1cc(C(=O)Nc2ccc(F)cc2F)no1,98,.,34,10,-34,1.9,-33,0.9,7,130*
COc1cc(CC(=O)Nc2ccc(Cl)c(C(F)(F)F)c2)cc(OC)c1OC,111,-0.7,-20,-1,20,0.86,3,1,-12,96
Cc1nn(CCC#N)c2nc(-c3ccccc3)cc(C(F)(F)F)c12,106,-0.67,-7,-1,7,1,0,1,-7,100
Cc1c(C(=O)N2CCN(C(=O)c3ccco3)CC2)sc2nc(-c3ccc(F)cc3)cn12,94,.,0,-3,0,0.87,4,1,8,97
O=C1CN(C(=O)c2ccc(Br)o2)C(c2ccc(F)cc2)c2cc(Cl)ccc2N1 (configuration not stated),107,0.11,-8,-1,8,0.57,-3,1,-6,103
Nc1c(-c2ccc(F)cc2)cnc2ncnn12,108,.,1,-3,-1,0.94,-2,1,-4,102
